# Bioassay records (PubChem BioAssay)
# KAT2A inh = GCN5L2 (KAT2A) acetyltransferase inhibition | Q92830 | GCN5L2 HAT assay, ThioGlo1 CoA-SH fluorescence | Potency, µM (doses to about 58.9 µM), for inactives: top-dose activity change, negative = inhibition, hits mostly inhibitors | actives 0.21% (n = 390,000)
# Target sequence (Q92830 whole entry, looked up): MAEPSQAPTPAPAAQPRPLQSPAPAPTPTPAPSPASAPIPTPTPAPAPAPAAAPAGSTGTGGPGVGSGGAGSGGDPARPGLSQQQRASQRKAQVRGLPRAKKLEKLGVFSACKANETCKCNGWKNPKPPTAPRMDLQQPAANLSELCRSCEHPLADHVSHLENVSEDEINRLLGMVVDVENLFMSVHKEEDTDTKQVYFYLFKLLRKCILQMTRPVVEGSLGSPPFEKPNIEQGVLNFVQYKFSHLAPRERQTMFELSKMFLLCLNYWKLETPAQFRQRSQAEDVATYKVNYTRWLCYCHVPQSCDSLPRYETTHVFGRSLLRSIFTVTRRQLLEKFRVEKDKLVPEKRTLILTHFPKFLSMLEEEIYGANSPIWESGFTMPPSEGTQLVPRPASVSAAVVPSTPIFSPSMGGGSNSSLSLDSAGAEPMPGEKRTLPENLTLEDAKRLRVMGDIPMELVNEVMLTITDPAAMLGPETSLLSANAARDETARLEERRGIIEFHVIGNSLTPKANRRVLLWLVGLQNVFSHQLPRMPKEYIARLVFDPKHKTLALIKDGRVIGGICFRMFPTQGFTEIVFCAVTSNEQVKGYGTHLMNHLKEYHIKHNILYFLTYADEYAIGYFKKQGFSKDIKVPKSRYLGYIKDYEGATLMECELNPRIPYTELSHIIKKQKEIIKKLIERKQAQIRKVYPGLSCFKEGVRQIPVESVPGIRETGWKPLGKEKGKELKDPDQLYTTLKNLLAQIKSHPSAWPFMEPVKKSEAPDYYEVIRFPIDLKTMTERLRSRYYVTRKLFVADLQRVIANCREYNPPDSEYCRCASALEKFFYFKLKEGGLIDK
#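 ThioGlo1-coupled HAT assay: 20nM GCN5L2, 70uM acetyl-CoA, 75uM H3(1-25) peptide, pH 7.5. Fluorescence read at 340/540nm at start and after 20 min at room temperature.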
# DT40 TDP1 CPT = growth inhibition of DT40 Tdp1-/-;hTDP1 cells with camptothecin (screen for TDP1 inhibitors); chicken DT40 Tdp1-/-;hTDP1 cells + 20 nM CPT, ATP luminescence, 48 h; Potency, µM (titrated, usually from 46.2 µM), inactives show at the highest dose activity change, negative = growth inhibition, most hits filed as inhibitors; actives 12% (n = 420,000); also: nearly all actives have a fitted effect of over 55% in size
#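 Chicken DT40 Tdp1-/- cells stably complemented with human TDP1 were seeded at 400 cells/well in medium containing 20 nM camptothecin, exposed to pin-transferred compounds, and grown at 37 °C for at least 48 hr. Viability was read as ATP luminescence.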
# DT40 TDP1 no CPT = qHTS for Inhibitors of human tyrosyl-DNA phosphodiesterase 1 (TDP1): qHTS in cells in absence of CPT | actives 15% (n = 420,000) | Potency, µM (highest dose often 46.2 µM), inactives show top-dose activity change, negative = growth inhibition, most hits filed as inhibitors | DT40 Tdp1-/- hTDP1 cells, no CPT, ATP luminescence, 48 h; also: nearly all actives have a fitted effect of over 55% in size
#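 Seeded 400 DT40-hTDP1 cells/well (vehicle DMSO, no 20 nM CPT); pinned compounds; ≥48 hr at 37 °C; CellTiter-Glo luminescence as viability measure.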
# The depositor's hits bear a star; ? = inconclusive; . = no result given; & = joins results of further samples; [ ] = dose if it differs, or a comment. Calls follow the shape of the dose curve; as a rule, active = well fitted curve in the direction sought with a large enough effect; inconclusive = small, poorly fitted or top-dose-only effect, or another doubt; inactive = no such curve, though single readings can be large; an effect the other way counts as inactive or inconclusive. % is scaled to controls: 0 for no effect and ±100 for the full control effect; potency is read from the fitted curve at half-maximal effect.
SMILES | KAT2A inh | DT40 TDP1 CPT | DT40 TDP1 no CPT
O=C(Cc1ccc(S(=O)(=O)N2CCOCC2)s1)Nc1ccccc1N1CCOCC1 | -7% | ? | 12µM*
O=[N+]([O-])c1cc(S(=O)(=O)N2CCOCC2)ccc1N1CCNCC1 | -3% | -29% | ?
O=C(CN1CCSCC1)N/N=C/c1ccccc1F | -4% | -14% | -14%
CC[C@@H]1[C@H]2CCCC(=O)N3CC[C@@H](C[C@@H]1OC(=O)NCc1ccccc1)[C@@H]23 | -12% | ? | ?
COCC(C)NCc1cccc(C)c1 (stereo not given) | -3% | 3% | -3%
COC1CCCN(C(=O)c2ccc3nc(Cc4cccc(Cl)c4)oc3c2)C1 (stereo not given) | -7% | -2% | ?
CCOc1ccc(C(=O)C2CCN(C(=O)c3ccc([N+](=O)[O-])cc3)CC2)cc1 | -13% | ? | 21µM*
O=S(=O)(Nc1nc2ccccc2s1)c1cc(F)ccc1F | -3% | -3% | -8%
Cc1ccc(Nc2cccccc2=O)cc1 | -6% | 21µM* | ?
CN(c1ccc(OCC(=O)NC2CCCC2)cc1)S(=O)(=O)c1cccs1 | -1% | -28% | ?
O=C(CSc1nnc(-c2ccccc2F)o1)OCc1ccccc1 | -2% | 3% | -11%
Cc1nn(-c2cc(C(F)(F)F)ccn2)c(=O)o1 | 4% | 2% | -4%
C=CCNc1ccccc1S(=O)(=O)NCc1ccccc1 | -2% | ? | -13%
O=C(Nc1cccc2cccc(NC(=O)c3ccco3)c12)c1ccco1 | -3% | -1% | -26%
NS(=O)(=O)c1ccc(CCNC(=O)C2CCN(c3ncnc4c3nc3n4CCCCC3)CC2)cc1 | -5%&-6% | -8%&-3% | -2%&-1%
COc1ccc(/C=N\NC(=O)c2cc(O)c(O)c(O)c2)cc1CN1CCN(c2ccc(F)cc2)CC1 | -6% | ? | ?
Cc1nn(C(=O)c2cccc([N+](=O)[O-])c2)c(C)c1Cl | 20% | 36%[activator] | 22%
O=C(Nc1ccccc1-c1nnn(CC(=O)N2CCN(c3ccccc3)CC2)n1)c1cccs1 | -7% | 15µM* | 23µM*
CCN1C[C@@H]2[C@@H]3C(=O)N(C)C(=O)[C@@H]3[C@](Cc3ccccc3)(C(=O)OC)N2C1=NCc1ccccc1 | . | 0% | -4%
COc1cc2c(=O)c(S(=O)(=O)c3ccc(C)cc3)cn(Cc3cccc(C)c3)c2cc1OC | -3% | 16µM* | 16µM*
O=C(CNCC1CCCO1)N1CCCc2ccccc21 (stereo not given) | -4% | 2% | -22%
CCCN1C(=O)C(O)(C2CC(=O)CC(C)(C)O2)c2ccccc21 (stereo not given) | 2% | 5.8µM* | 5.8µM*
O=C(CSc1n[nH]c(-c2cccs2)n1)NCc1ccc2c(c1)OCO2 | -5% | -1% | -14%
COC(=O)c1ccc(NC(=O)CSc2nc(C)cc(=O)[nH]2)cc1 | -5% | -18% | -4%
Cc1cc(C(=O)NC(Cc2c[nH]c3ccccc23)C(=O)O)c(C)o1 (stereo not given) | -25% | 16% | -13%
CN(c1nc2nonc2nc1NC1CC1)C1CCOC1 (stereo not given) | -1% | 5% | -14%
C=C1CCC(C2CC(=O)OC2=O)C(=O)CCC2C1CC2(C)C (stereo not given) | -11% | 9% | -4%
CN1CCc2c(sc3nc(SCC(N)=O)n(-c4ccc(Cl)cc4)c(=O)c23)C1 | 28% | ? | 23µM*
COc1ccc(CC(=O)Oc2ccc(C)cc2Br)cc1OC | -10% | -18% | 1%
CCOC(=O)c1cccc(NC(=O)CSc2nc3cccnc3n2C)c1 | -28% | 21µM* | 16µM*

# A draw from above in order of molar mass, rising:
SMILES | KAT2A inh | DT40 TDP1 CPT | DT40 TDP1 no CPT
COCC(C)NCc1cccc(C)c1 (stereo not given) | -3% | 3% | -3%
O=C(CNCC1CCCO1)N1CCCc2ccccc21 (stereo not given) | -4% | 2% | -22%
Cc1nn(C(=O)c2cccc([N+](=O)[O-])c2)c(C)c1Cl | 20% | 36%[activator] | 22%
CCCN1C(=O)C(O)(C2CC(=O)CC(C)(C)O2)c2ccccc21 (stereo not given) | 2% | 5.8µM* | 5.8µM*
O=[N+]([O-])c1cc(S(=O)(=O)N2CCOCC2)ccc1N1CCNCC1 | -3% | -29% | ?
COc1cc2c(=O)c(S(=O)(=O)c3ccc(C)cc3)cn(Cc3cccc(C)c3)c2cc1OC | -3% | 16µM* | 16µM*

# (next part)
SMILES | KAT2A inh | DT40 TDP1 CPT | DT40 TDP1 no CPT
CSc1ccc(CCNC(=O)c2cc(C)nc3c2c(C)nn3-c2ccccc2)cc1 | -4% | -14% | ?
COC(=O)C(=O)Nc1nnc(COc2ccccc2)s1 | -5% | -19% | 7%
O=C(c1ccccc1Cl)N(Cc1ccc(Br)cc1)N1C(=O)CCCC1=O | 2% | ? | ?
CCOC(=O)CN1N=C(/C=C/c2ccccc2)CCC1=O | . | -21% | -10%
CCc1c(C)sc(NC(=O)Cc2ccccc2OC)c1C(=O)N1CCOCC1 | -9% | -4% | 5%
COC(=O)c1ccc(-c2c(-c3ccccc3)ncc3cc(OC)c(OC)cc23)cc1 | ? | 21µM* | ?
CCOC(=O)CC1=Nc2ccccc2NC(=O)C1 | -4% | -8% | 1%
CCC1=C(CC2NCCc3ccccc32)CC2c3cc(OC)c(OC)cc3CCN2C1 (stereo not given) | . | 1.2µM* | 1.6µM*
COc1cccc(C(=O)NCc2ccc(-c3nc4ccccc4s3)cc2)c1 | 3% | 18µM* | 18µM*
O=C1C(=O)N(CCCN2CCOCC2)C(c2ccc([N+](=O)[O-])cc2)/C1=C(\O)c1ccc2c(c1)OCCO2 (stereo not given) | -14% | -2% | 5%
Cc1cc(C(=O)CN2C(=O)C(=O)N(Cc3ccccc3)C2=O)c(C)n1-c1ccccc1F | -15% | -6% | ?
COc1ccc(S(=O)(=O)Nc2cccc3c2O[C@H](CN(C)Cc2ccc(Oc4ccccc4)cc2)[C@@H](C)CN([C@H](C)CO)C3=O)cc1 | -9% | 16µM* | 21µM*
CC(=O)Oc1ccc2cc(-c3nc4ccccc4n3C)c(=O)oc2c1 | -7% | -9% | -9%
OCCCNCc1ccc(-c2ccccc2)cc1 | -5% | -1% | -8%
CC(C)Cc1nc(N2CCOCC2)c(C#N)c2c1COC(C)(C)C2 | -2% | -14% | ?
Oc1ccccc1C(=S)N1CCCCCC1 | -3% | -29% | -22%
CCOC(=O)c1c(NC(=O)Nc2ccc(F)cc2)sc(C(=O)N(C)C)c1C | -14% | ? | ?
CC(C)Oc1ccc(C(=O)NCCc2csc(-c3cccc(F)c3)n2)cc1 | 4% | -25% | 0%
CCOC(=O)C(NC(=O)c1ccccc1)(Nc1nnc(C)s1)C(F)(F)F (stereo not given) | 3% | -4% | -8%
Cc1nc2ccccc2n1CC(=O)N/N=C\c1ccccn1 | -13% | 3% | -16%
Cc1ccc(CNc2nc(C)nc3sc4c(c23)CCC4)cc1 | 1% | 23µM* | 18µM*
CCCCN(C)CCC(=O)Nc1ccc(OC)cc1OC | 0% | -17% | -5%
O=C(CN1CCN(c2ccccc2F)CC1)Nc1ccccc1F | -1% | ? | -5%
Cc1[nH]c2ccc3ncccc3c2c1C | -15% | 7% | ?
Cc1ccc(NC(=S)N2CCCN(Cc3ccc(F)cc3)C2)c(C)c1 | -3% | ? | 21µM*
Cc1cccc(C)c1NC(=O)CN1C(=O)CCSc2ccc(S(=O)(=O)N3CCCC3)cc21 | -7%&-6% | ? | ?
Cc1ccc(Cn2c(CCC(=O)O)nc3ncccc3c2=O)cc1 | -1% | 1% | 2%
Cc1ccccc1NS(=O)(=O)c1ccc(OCC(=O)N2CCCCC2)cc1 | -12% | -29% | -14%
CCc1cnc2c(c1SCC(=O)N1CCCCC1)c(=O)n(C)c(=O)n2C | -4% | ? | ?
CCc1c(C(=O)NNC(=O)Nc2ccc3c(c2)OCO3)csc1C | -29% | 3% | 0%
[N-]=[N+]=CC(=O)CCCN1C(=O)c2ccccc2C1=O | 2% | -7% | 0%
N[C@@H](Cc1ccc(O)cc1)c1nnc([C@H](CCC(=O)O)NC(=O)C2CCNCC2)o1 | 2% | -9% | -6%
COc1ccc(NC(=O)CSc2nnc(Cc3cccs3)n2-c2ccc(C)cc2)cc1 | -8% | 0% | -7%
CNC(=O)/C(C#N)=C1/SC(Cc2ccc(F)cc2)C(=O)N1c1ccccc1 (stereo not given) | -2% | 17% | -14%
Cc1ccccc1CN1CCN(Cc2ccc3cccc(F)c3n2)CC1CCO (stereo not given) | -5% | 6% | -29%
O=C(c1ccccc1)c1nc[nH]c1C(=O)Nc1ccccn1 | -7% | -15% | -25%
Cc1cc(C)cc(C(=O)NCCCc2ccccc2)c1 | -1% | -10% | -7%
COc1ccc(-c2cc(CNc3nc(NC(C)C)nc4cc(-c5ccccc5)sc34)on2)cc1 | . | 4.1µM* | 3.7µM*
O=C(COc1ccc(/C=N/NC(=O)c2ccccc2Br)cc1)Nc1ccccc1 | -2% | -21% | -23%
COc1cc(C(=O)N/N=C(\C)c2ccccn2)cc(OC)c1OC | 3% | 12µM* | 8.2µM*
COc1ccc2c(c1)O/C(=C\c1ccco1)C2=O | 0% | 6% | -14%
CC(C)CCN1C(=O)c2ccc(C(=O)Nc3ccccn3)cc2C1=O | 1% | -12% | 2%
COC(=O)c1cnn(-c2ccc(F)cc2F)c1/C=N/NC(=S)NC(C)(C)C | -4% | ? | ?
CCCN(Cc1cc2ccc(C)cc2[nH]c1=O)C(=O)c1ccccn1 | -9% | ? | -10%
Cc1cccc2sc(NC(=O)C3CCN(S(=O)(=O)c4cc([N+](=O)[O-])ccc4Cl)CC3)nc12 | -17% | 18µM* | 16µM*
Cc1ccc(C(=O)NCc2ccncc2)cc1S(=O)(=O)N1CCOCC1 | -2% | 0% | 5%
COc1cc(NC(=O)c2cc(S(=O)(=O)N3CCCCC3)ccc2N2CCOCC2)cc(OC)c1OC | . | 1% | -1%
CC12CCC(C(=O)N(CC3CO3)C1=O)C2(C)C (stereo not given) | -26% | -6% | -1%
CC(=O)Oc1ccc2oc(C)c(C(=O)N3CCOCC3)c2c1 | -16% | -7% | -11%
O=C(Nc1ccccc1OC(F)(F)F)c1ccc([N+](=O)[O-])cc1 | -11% | -22% | ?
CCC(C(=O)OCC(=O)c1c(N)n(CC(C)C)c(=O)n(C)c1=O)c1ccccc1 (stereo not given) | -5% | 21µM* | 23µM*
CCOc1ccc(NC(=O)CN(C)C(=O)C2CC(=O)N(Cc3ccco3)C2)cc1OCC (stereo not given) | -5% | -28% | -2%
COc1ccc(Cl)cc1S(=O)(=O)N1CCC(C(=O)NCc2ccco2)CC1 | -9% | 5% | 0%
Nc1nonc1-c1noc(-c2ccccc2Br)n1 | 1% | -6% | 9%
CCOC(=O)c1cc2c(c(-c3cccc(C#Cc4ccc(OC)c(OC)c4)c3)n1)[C@@H](CCO)N(S(=O)C(C)(C)C)C2 (stereo not given in full) | . | ? | ?
COc1ccc2cc(C(=O)C3CCCN(C(=O)c4sc(C)nc4C)C3)ccc2c1 (stereo not given) | -5% | ? | ?
Cc1ccc(NC(=O)NCc2ccccn2)c(C)c1 | -1% | 0% | 11%
Cc1c(Cl)cccc1NC(CC(=O)c1ccccc1)C(=O)OCC(=O)c1cccs1 (stereo not given) | -5% | ? | ?
COc1cccc(OC)c1C(=O)Nn1c(-c2cccs2)nc2ccccc2c1=O | -2% | -24% | ?
Cc1c(C(=O)Nc2ccc(S(=O)(=O)Nc3ncccn3)cc2)oc2ccc(F)cc12 | ? | -2% | -4%

# The list continues.
SMILES | KAT2A inh | DT40 TDP1 CPT | DT40 TDP1 no CPT
CCn1c2ccccc2c2cc(NC(=O)C(C)Oc3ccc(OC)cc3)ccc21 (stereo not given) | -2% | ? | ?
CC12CN3CC(C)(CN(C1)C3c1ccc3c(c1)OCO3)C2O (stereo not given) | -2% | 23% | 6%
COc1ncc2nc(-c3cccc(C#N)c3)c(=O)n(CCC#N)c2n1 | -4% | 7% | -8%
COc1ccc(C(c2nnnn2C2CCCC2)N2CCN(C3CCCC3)CC2)cc1OC (stereo not given) | -23% | -17% | -26%
COc1ccc(S(=O)(=O)n2cnc3ccccc32)c(C)c1 | -1% | 18µM* | 10µM*

# Individual results from the list.
# DT40 TDP1 no CPT, `COc1ccc(S(=O)(=O)n2cnc3ccccc32)c(C)c1` = 10µM*
# KAT2A inh, `Cc1c(Cl)cccc1NC(CC(=O)c1ccccc1)C(=O)OCC(=O)c1cccs1` (stereo not given) = -5%

# Reformatted with two lines to a compound: part of the list above.
# Values run as follows: KAT2A inh | DT40 TDP1 CPT | DT40 TDP1 no CPT
- CCn1c2ccccc2c2cc(NC(=O)C(C)Oc3ccc(OC)cc3)ccc21 (stereo not given)
  -2% | ? | ?
- COc1ccc(S(=O)(=O)n2cnc3ccccc32)c(C)c1
  -1% | 18µM* | 10µM*
